# IL-2 act – activates IL-2 in a cell-based reporter assay | IL-2 activation reporter assay, cell-based qHTS; stimulated with anti-CD3/CD4/CD28 beads; in transgenic mouse T cells | activation, % (series mostly up to about 46 µM) | actives 0.065% (n = 360,000); in the data active = activation above about 50%; inconclusive = mostly about 30% to 49%; note: 0% is about no effect
#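 Unstimulated transgenic mouse T cells, 750 per well, received compound and, after 60 minutes, anti-CD3/anti-CD4 bead plus anti-CD28 stimulation. EGFP and DsRed were quantified after 18 hours.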
# PLK1 PBD block – blocks phosphopeptide binding to human PLK1 polo-box domain | P53350 | Plk1 PBD binding of FITC phosphopeptide, fluorescence polarization | Potency, µM, without a hit: max response, negative = inhibition, usual class: inhibitors | actives 2.8% (n = 360,000); note: potency is the fitted concentration of half-maximal effect; series mostly up to about 57 µM; % is set by controls: 0 for no effect and ±100 for the full control effect; nearly all actives have a fitted effect of over 65% in size
# Target sequence (P53350 whole entry, looked up, the tested form may be a part): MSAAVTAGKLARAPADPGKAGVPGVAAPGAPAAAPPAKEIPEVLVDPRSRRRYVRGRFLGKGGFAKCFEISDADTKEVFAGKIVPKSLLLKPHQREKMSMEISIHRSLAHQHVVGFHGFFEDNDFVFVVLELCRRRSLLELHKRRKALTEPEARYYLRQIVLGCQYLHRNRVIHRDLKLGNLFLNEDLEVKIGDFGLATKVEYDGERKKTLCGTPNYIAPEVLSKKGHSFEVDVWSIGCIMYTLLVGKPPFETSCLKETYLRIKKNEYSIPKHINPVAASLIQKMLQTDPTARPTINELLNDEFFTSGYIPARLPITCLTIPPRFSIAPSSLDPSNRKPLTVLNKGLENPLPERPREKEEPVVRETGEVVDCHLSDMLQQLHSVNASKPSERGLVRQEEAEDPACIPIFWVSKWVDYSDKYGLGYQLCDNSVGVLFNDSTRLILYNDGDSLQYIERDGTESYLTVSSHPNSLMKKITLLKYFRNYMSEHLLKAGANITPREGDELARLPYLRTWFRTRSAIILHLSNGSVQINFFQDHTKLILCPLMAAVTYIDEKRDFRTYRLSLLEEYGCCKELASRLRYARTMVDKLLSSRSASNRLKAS
# HEK293 tox – cytotoxic in the GLP-1 receptor inverse agonist counter-screen | HEK293 cAMP-luciferase reporter cells, luminescence, 24 h | actives 0.13% (n = 410,000) | Potency, µM (titrated, usually from 38.3 µM), for inactives: top-dose activity change, negative = inhibition, actives largely listed as inhibitors;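 note: loss of luciferase light is scored as toxicity; potency is the fitted concentration of half-maximal effect; % is set by controls: 0 for no effect and ±100 for the full control effect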
#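 A 23 nL compound transfer followed 12 hours of cell culture at 37 deg C; exposure then lasted 24 hr. Luciferase assay detection reagent was dispensed and plates read for luminescence after a 12 min room-temperature wait.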
# EPAC1 antagonist – blocks human EPAC1 exchange factor; O95398; EPAC1 GEF assay, Rap1b-BODIPY-GDP exchange fluorescence; Potency, µM (highest dose often 115 µM), inactives show top-dose activity change, negative = inhibition, usual class: inhibitors; actives 0.14% (n = 360,000);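 note: potency is the fitted concentration of half-maximal effect; plate controls were vehicle for no effect and positive control for full effect; nearly all actives have a fitted effect of over 50% in size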
# PI5P4Ka inh – inhibitors of human PI5P4K alpha | actives 1.2% (n = 330,000) | AID 652105 | P48426 | max response, % | PI5P4Kalpha enzyme, ADP-Glo luminescence, 60 min; active compounds read low; active = max response of -50% or lower; inconclusive = between -30% and -50%; inactive = -30% or higher; note: value at the top dose of about 77 µM; % is set by controls: 0 for no effect and ±100 for the full control effect
#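 Compounds were pin-transferred onto PI5P4Kalpha and substrate in HEPES pH 7.4 buffer with EGTA, CHAPS and 5% DMSO. ATP (5 microM final) started the reaction, which ran 60 minutes at room temperature before ADP-Glo detection.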
# PTHR1 agonist – PTHR1 (human) receptor agonism; Q03431; HEK293 GP2 PTHR1 cells, GloSensor cAMP luminescence, 1 h; Potency, µM (top dose mostly 115 µM), inactives show at the top dose activation, most hits filed as activators; actives 0.075% (n = 410,000); AID 743266; note: potency is the fitted concentration of half-maximal effect; nearly all actives have a fitted effect of over 55% in size; some results filed as inactive show a strong effect at the top dose; inactives centre near -15; many of its hits are not listed in these tables
#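 HEK-293-derived GP2 cells expressing PTHR1 and a GloSensor cAMP reporter, 3,000/well, plated overnight, given luciferin plus IBMX (each 0.5 mM as added) for 1 h at 37 °C, then compound for 1 h at 37 °C. Luminescence was read after 15 min at room temperature.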
# EPAC1 ag – EPAC1 (human) agonism; O95398; EPAC1 agonist qHTS, biochemical assay; response scale: 100% = response to 6.5 mM cAMP; Potency, µM (doses to about 154 µM), without a hit: at the top dose activation, usual class: activators; actives 0.073% (n = 360,000); note: potency is the fitted concentration of half-maximal effect; nearly all actives have a fitted effect of over 60% in size
#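 Normalized to 6.5 mM cAMP, activity reflects EPAC1-catalysed release of BODIPY-GDP from Rap1B, followed kinetically over 30 min at 480 nm excitation, 540 nm emission. Reaction contained 100 nM EPAC1, 250 nM Rap1B-BODIPY-GDP, 50 uM GDP.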
# GLP-1R inv ag – GLP-1 receptor (human) inverse agonism; AID 624417; actives 1.6% (n = 410,000); HEK293 GLP-1R CRE-luciferase, luminescence, 24 h; GLP-1R form is constitutively active; P43220; Potency, µM (titrated, usually from 38.3 µM), for the others: at the highest dose activity change, negative = inhibition, actives largely listed as inhibitors; note: potency is the fitted concentration of half-maximal effect; % is set by controls: 0 for no effect and ±100 for the full control effect; nearly all actives have a fitted effect of over 55% in size
# Target sequence (P43220 whole entry, looked up): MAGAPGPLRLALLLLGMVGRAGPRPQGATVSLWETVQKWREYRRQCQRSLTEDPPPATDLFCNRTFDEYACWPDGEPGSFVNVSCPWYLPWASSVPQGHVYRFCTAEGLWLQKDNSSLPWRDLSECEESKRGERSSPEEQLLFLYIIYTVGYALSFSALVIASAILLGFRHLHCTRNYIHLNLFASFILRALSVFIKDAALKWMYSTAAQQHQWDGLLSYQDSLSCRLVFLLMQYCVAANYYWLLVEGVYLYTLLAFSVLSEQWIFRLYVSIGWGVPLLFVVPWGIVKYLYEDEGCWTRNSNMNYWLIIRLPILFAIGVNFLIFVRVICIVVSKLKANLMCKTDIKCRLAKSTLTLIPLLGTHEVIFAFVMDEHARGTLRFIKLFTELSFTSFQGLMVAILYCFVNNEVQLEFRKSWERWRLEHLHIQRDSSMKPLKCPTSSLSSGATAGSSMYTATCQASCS
#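 Luminescence readout: a drop in cAMP-driven luciferase signal flags inverse agonism at a constitutively active GLP-1R stably expressed in HEK293. Compound exposure lasted 24 hr at 37 deg C, 5% CO2.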
# GLP-1R agonist – GLP-1 receptor (human) agonism; HEK293 GLP-1R CRE-luciferase, luminescence, 4-6 h; cells express a hypersensitive GLP-1R form; Potency, µM (titrated, usually from 45.6 µM), inactives show at the top dose activation, hits mostly activators; actives 0.007% (n = 380,000); note: potency is the fitted concentration of half-maximal effect; % of control where 0% means no effect
# Numbers without * were called inactive; i = inactive; ? = inconclusive; · = not tested or not shown; [ ] = another dose, or the depositor's remark. Unless noted, calls come from the whole dose curve; as a rule, active = well fitted curve in the direction sought with a large enough effect; inconclusive = small, poorly fitted or top-dose-only effect, or another doubt; inactive = no such curve, though single readings can be large; an effect the other way counts as inactive or inconclusive.
# The line under a structure holds: IL-2 act | PLK1 PBD block | HEK293 tox | EPAC1 antagonist | PI5P4Ka inh | PTHR1 agonist | EPAC1 ag | GLP-1R inv ag | GLP-1R agonist
COc1ccc(C)cc1C(=O)CCC(=O)Nc1ccccc1N1CCOCC1
    -2.5 | -29% | -16% | 2% | 2 | i | 0% | 0% | 2%
COC(=O)c1cn(-c2ccccc2)c(C)c1C(=O)OC
    -1.2 | -4% | 0% | -15% | -2 | -14% | 12% | 1% | 1%
N=c1sccn1CC(=O)Nc1ccc(Cl)cc1[N+](=O)[O-]
    -1.8 | -6% | -19% | -26% | 8 | -31%[inhibitor] | 1% | -6% | 6%
COc1ccc(NC(=O)Cn2c(=O)n(Cc3ccco3)c(=O)c3sc4ccccc4c32)cc1OC
    · | · | 1% | · | · | i | · | 0% | 1%
Cc1ccccc1C(=O)NNC(=O)c1ccoc1C
    -1.3 | -9% | 6% | -15% | · | i | 6% | ? | 0%
Cn1c(=S)c2[nH]c(SCCC(C)(C)C)nc2n(C)c1=O
    -0.1 | -16% | ? | 6% | 1 | -21% | -4% | ? | 0%
C/C(Cn1nnc2ccccc21)=N\OC(=O)c1cc(F)c(F)cc1Cl
    -2.3 | -15% | 3% | -7% | 7 | -3% | 0% | 14% | -6%
CCCN(CC(=O)Nc1ccccc1C)C(=O)c1ccc(N2CCCC2=O)cc1
    0.9 | 1% | -6% | -9% | 0 | i | -7% | -7% | -1%
CS(=O)(=O)c1ccc(Cl)c(NC(=O)COC(=O)CNC(=O)c2sc3ccccc3c2Cl)c1
    -0.7 | -13% | -15% | -17% | 4 | ? | 7% | 8% | 2%
CCCC(=O)Nc1nn(C)c2nc3c(C)cccc3cc12
    0.4 | -9% | 69%[activator] | 18% | -2 | i | -2% | 18% | -1%
COc1ccc(CCNC(=O)c2ccc(-c3cccc([N+](=O)[O-])c3)o2)cc1OC
    -0.7 | -9% | ? | -5% | -3 | i | -7% | ? | 1%
Cc1ccc(SCc2cc(=O)[nH]c(N3CCCCC3)n2)cc1
    -2.6 | -9% | -12% | 1% | -1 | -6%[57.5 µM] | 3% | 6% | -7%
COc1cc(/C=C/c2ccc3cccc(OC)c3n2)c(OC(C)=O)c([N+](=O)[O-])c1
    -1.6 | -1% | -26% | 9% | · | -13%[57.5 µM] | 1% | -24% | -17%
CC(=O)OCC(=O)NCC(=O)c1c[nH]c2ccccc12
    0.2 | -12% | 9% | 6% | 5 | i | 5% | 24% | 3%
Cc1nnc(NCCc2ccccc2)c2ccccc12
    0.9 | -1% | -3% | 3% | 0 | -7% | 2% | -22% | 12%
O=C(/C=C/Nc1ccccc1)c1ccc(Cl)cc1Cl
    -0.9 | -10% | 10% | 11% | 3 | i | 2% | 11µM* | -4%
CC1CCN(c2ccc(NC(=O)c3ccc(Br)o3)cc2)CC1
    0.9 | -4% | -3% | -3% | 3 | -1% | 12% | ? | -4%
Cc1cccc(C(=O)Nc2c(C(=O)N(C)C)cnn2-c2ccccc2)c1
    -0.3 | -21% | 8% | -22% | 1 | -6% | -3% | 9% | 1%
COc1ccc(C=O)cc1COc1ccc([N+](=O)[O-])c(C)c1
    -0.7 | -6% | -10% | 4% | -3 | -15% | 11% | ? | 15%
Clc1ccc(Sc2ccccn2)cc1
    0.5 | -8% | -1% | 2% | -5 | -17% | 15% | 1% | 0%
O=C(c1ccc2nc(-c3ccco3)c(-c3ccco3)nc2c1)N1CCN(c2ccccc2)CC1
    -0.6 | -11% | 2% | -20% | · | -22%[57.5 µM] | 10% | ? | -21%
O=C(NC(C(=O)N/N=C/c1ccccc1)c1n[nH]c(=O)c2ccccc12)c1ccccc1 (stereo not drawn)
    0.4 | -2% | -7% | -10% | 6 | -10%[57.5 µM] | 8% | 46%[activator] | 4%
O=C(c1ccccc1)n1ccc2ccccc21
    -0.6 | -2% | -4% | -10% | -5 | -19%[57.5 µM] | -8% | -14% | 0%
Cc1ccc(-c2n[nH]c(=S)n2C)cc1Cl
    -3.6 | ? | ? | -17% | -7 | -17% | 11% | 2% | 3%
Cc1cccc(OCc2nnc(SCCC(=O)O)n2-c2ccccc2)c1
    0.8 | -9% | 2% | 7% | 0 | i | 14% | 9% | -5%
Cc1cc2c(c(=O)o1)C(C(C)C)C(C#N)=C(N)O2 (stereo not drawn)
    1.5 | -4% | -4% | 9% | -9 | -5%[57.5 µM] | -1% | 18% | -1%
CCn1nc(C(=O)NCCc2ccc(S(N)(=O)=O)cc2)c2ccccc2c1=O
    -2.7 | -2% | 5% | 7% | · | -25%[57.5 µM] | 5% | 27% | 2%
O=C(CNC(=O)c1ccccc1F)OCc1csc(-c2ccccc2)n1
    2.2 | 1% | 5% | -11% | 6 | i | 0% | 30% | 9%
c1ccc(Oc2nc(N3CCOCC3)nc(N3CCOCC3)n2)cc1
    -1.0 | -10% | -15% | 1% | · | i | 4% | -24% | 11%
Cc1cc(NC(=O)CSc2cn(CCNC(=O)c3ccc(F)cc3)c3ccccc23)no1
    0.6 | ? | -16% | -3% | -5 | -23%[57.5 µM] | 12% | ? | -9%
O=C(Nc1ccc(F)cc1)N1CCCC(c2nc3c(nnn3Cc3ccccc3Cl)c(=O)[nH]2)C1 (stereo not drawn)
    -0.3 | -4% | 2% | 5% | -11 | -26% | 4% | -11% | 4%
COc1ccc([N+](=O)[O-])cc1-c1[nH]c(-c2ccc(C(=O)O)cc2)nc1-c1ccccc1
    0.0 | -17% | 7% | -18% | -6 | -56%[inhibitor] | 15% | 9% | -4%
O=c1cc(COc2ccccc2Cl)nc2scc(-c3ccccc3)n12
    · | · | -4% | · | · | -31%[inhibitor] | · | 13% | 1%
O=C(NCC(=O)N(Cc1ccccc1)C(C(=O)NC1CCCC1)c1cccnc1)c1ccco1 (stereo not drawn)
    -1.0 | -7% | -1% | 0% | 0 | i | -4% | 8% | 5%
Oc1ccccc1OCc1nc2ccccc2s1
    -2.0 | ? | 2% | 4% | · | -3%[57.5 µM] | 9% | 0% | -1%
Cc1ccc(NC(=O)C2(S(=O)(=O)c3ccc(Cl)cc3)CC2)cc1
    5.2 | 0% | -24% | -8% | 9 | i | -2% | -2% | 9%
O=C(CCc1ccccc1)NN1C(=O)C2C3C=CC(C3)C2C1=O (stereo not drawn)
    -2.9 | -18% | 16% | 8% | -5 | i | -1% | 42%[activator] | 7%
Cc1ccc(-n2c3c(c(=O)[nH]c2=O)C(NC(=O)c2ccccc2F)(C(F)(F)F)C(=O)N3)cc1C (stereo not drawn)
    · | · | 3% | · | · | -12% | · | 12% | 0%
COc1cccc(C(C(=O)NC2CCCC2)N2CCN(c3cc(C)nc4ccccc34)CC2)c1OC (stereo not drawn)
    0.4 | -1% | -10% | 2% | 0 | i | -14% | 0% | ·
COc1ccc(S(=O)(=O)N2CCOCC2)cc1NC(=O)c1c(C)noc1C
    -0.7 | 2% | 2% | 7% | 4 | i | 1% | 2% | -1%
COC(=O)CC1(C(=O)OC)Oc2ccccc2C(=O)N1c1ccc(F)cc1F (stereo not drawn)
    1.3 | 1% | -6% | 13% | 4 | i | 2% | -1% | 1%
O=C(CCCCCNC(=O)N1CCn2c1nc1ccccc12)N[C@H](C(=O)O)c1ccccc1
    0.6 | -6% | 1% | -13% | 4 | -17% | -14% | 1% | -5%
Cc1cc(Oc2nc3c(C)cccn3c(=O)c2/C=C(\C#N)S(=O)(=O)c2ccccc2)ccc1Cl
    2.0 | -2% | 1% | -1% | 4 | -27% | 10% | 10% | -3%
CC(=O)N1CCN(C(=S)c2ccc(-c3ccc(Cl)cc3)o2)CC1
    -5.8 | 4.7µM* | -21% | 9% | ? | -25% | -4% | 5% | 6%
CCOC(=O)c1c(NC(=O)c2cnn3c2NC(c2cccc(OC)c2)CC3C(F)(F)F)sc2c1CCCC2 (stereo not drawn)
    0.0 | 0% | -9% | 2% | -1 | i | 0% | -4% | 0%
O=c1[nH]nc(Cc2ccccc2)c2ccccc12
    2.1 | -4% | 6% | 14% | · | -4% | -3% | 74%[activator] | 15%
CC(Sc1nncs1)C(=O)Nc1ccc2c(c1)OCCO2 (stereo not drawn)
    -0.4 | -5% | -1% | -26% | 0 | -9% | 4% | 15% | 7%
COc1ccc(C=C(C(C)=O)C(C)=O)cc1OC
    -1.3 | -19% | -23% | -4% | -7 | -7%[57.5 µM] | 4% | 8% | 4%
Cc1ccc([N+](=O)[O-])c2c1C(N1CCCC1)C(C)(C)O2 (stereo not drawn)
    0.5 | ? | 2% | -17% | -12 | i | -3% | -2% | -2%
CCCCn1cnc2cc(NCc3ccncc3)ccc21
    2.8 | 2% | 4% | 2% | · | i | -5% | -2% | 8%
O=C(N=C1SC2CS(=O)(=O)CC2N1c1ccc(Cl)cc1Cl)C1CCCO1 (stereo not drawn)
    0.7 | -11% | -12% | -15% | -3 | i | -3% | 9% | -2%
CCOC(=O)c1ccccc1NS(=O)(=O)c1ccccc1
    -2.5 | -12% | -2% | -20% | · | -1% | 22% | -68% | 2%
Cc1onc(-c2c(F)cccc2Cl)c1C(=O)Nc1cccc2nsnc12
    -3.4 | -9% | 134%[activator] | -4% | · | -20%[57.5 µM] | 23% | 0% | 12%
COCCCN1C(=O)C(CC(=O)NC(c2ccccc2)c2ccccc2)CC(C(=O)N(C)C)=C1C (stereo not drawn)
    -0.1 | -5% | 4% | -25% | -3 | i | 6% | 2% | 2%
Cc1c(NS(=O)(=O)c2ccc3c(c2)CCN3C(=O)C2CC2)c(=O)n(-c2ccccc2)n1C
    -2.8 | 1% | -14% | 5% | 0 | -6%[57.5 µM] | -3% | 3% | 2%
CS(=O)(=O)c1ccc(Cl)c(NC(=O)COC(=O)c2ncc(Cl)c(Cl)c2Cl)c1
    -1.1 | -11% | -6% | -13% | -5 | -6% | 0% | 6% | -4%
COCCn1c(SCC(=O)c2cccc(OC)c2)nnc1-c1ccco1
    -1.5 | -9% | 2% | 0% | -7 | i | -2% | 3% | 8%
Cc1cc(-c2ccc(C)c(S(=O)(=O)Nc3cc(C)on3)c2)on1
    0.1 | -5% | 2% | 2% | -1 | i | 4% | 3% | -4%
Cc1ccc(-n2nc(C)c(=O)c(-c3ccccc3)c2NC(=O)C(C)C)cc1
    -0.3 | -1% | ? | 0% | 1 | i | -13% | -8% | 3%

# Only part of the results is shown (hit frequency here may not be typical).
